APP 5UTR inh – inhibitors of APP translation via 5'UTR reporter, primary screen, APP 5'UTR luciferase, SH-SY5Y cells. 190,000 tested, 0.82% active. SH-SY5Y APP 5'UTR-luciferase reporter, luminescence. AID 1285, 2008. inhibition, % at 2 µM;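 active means inhibition above a set limit, derived from the sample mean plus 3 SD, cut at about 45% in these data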; further: values of inactives mirror those of a sister screen read the other way
G6PDH CS – L. mesenteroides G6PDH inhibitors, counter-screen for G6PDH-coupled screening assays, biochemical, Leuconostoc mesenteroides enzyme; AID 1020, 2008; Purified L. mesenteroides G6PDH, diaphorase/resazurin coupled fluorescence, 45 min; 200,000 tested, 0.12% active; inhibition, % at 5 µM; in the data active means inhibition above about 50%
Hsp70 act – Hsp70 transcriptional activators, primary screen, cell-based, HeLa, Hsp70 promoter luciferase, luminescence, 10 µM. HeLa Hsp70 promoter luciferase reporter; scaled: vehicle 0, proteasome-inhibitor control 100%. 200,000 tested, 0.04% active. activation, % at 10 µM;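 active means activation above the mean across all tested compounds plus 3 SD, cutoff set per campaign, cut at about 5.5% in these data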;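 further: 100% = MG132 at 30 µM as the positive control and 0% = DMSO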
Efa HMGR inh – inhibitors of E. faecalis class II HMGR, primary screen, biochemical, Enterococcus faecalis; HMG-CoA reductase (Enterococcus faecalis, mvaE); purified E. faecalis HMGR, NADPH absorbance 340 nm kinetic; inhibition, % at 10 µM; 190,000 tested, 0.41% active; AID 1066, 2008;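 active means inhibition above a set limit, the median over all tested compounds plus 3 SD, cut at about 9.5% in these data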;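 further: enzyme runs in reverse so mevalonate oxidation gives rising NADPH absorbance; 0% = complete reaction with DMSO and 100% = background rate lacking mevalonate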
STAT1 activator – STAT1 signaling activators, primary screen, cell-based, HTS, luciferase reporter | NIH 3T3 STAT1-luciferase reporter, IFN-gamma, luminescence; 100% = IFN-gamma alone, no compound | AID 932, 2007 | 200,000 tested, 2.6% active | activation (% of control), % at 5.5 µM;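 active means activation above the screen-wide mean activation plus 3 SD, cut at about 130% in these data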;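 further: raw ratio to IFN-gamma control signal so 100% means no change and 0% no light; values of inactives mirror those of a sister screen read the other way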
FLuc inhib CS – firefly luciferase enzyme inhibitors, primary screen, artefact control for luciferase-based inhibitor screens, biochemical, luminescence, ATPLite | Luciferin 4-monooxygenase (Photinus pyralis), P08659 | 10 min | inhibition, % at 10 µM | 200,000 tested, 1.5% active | AID 1006, 2008;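 active means inhibition above about 50% when tested at 10 µM, limit read from the data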
Target sequence (P08659 whole entry, looked up): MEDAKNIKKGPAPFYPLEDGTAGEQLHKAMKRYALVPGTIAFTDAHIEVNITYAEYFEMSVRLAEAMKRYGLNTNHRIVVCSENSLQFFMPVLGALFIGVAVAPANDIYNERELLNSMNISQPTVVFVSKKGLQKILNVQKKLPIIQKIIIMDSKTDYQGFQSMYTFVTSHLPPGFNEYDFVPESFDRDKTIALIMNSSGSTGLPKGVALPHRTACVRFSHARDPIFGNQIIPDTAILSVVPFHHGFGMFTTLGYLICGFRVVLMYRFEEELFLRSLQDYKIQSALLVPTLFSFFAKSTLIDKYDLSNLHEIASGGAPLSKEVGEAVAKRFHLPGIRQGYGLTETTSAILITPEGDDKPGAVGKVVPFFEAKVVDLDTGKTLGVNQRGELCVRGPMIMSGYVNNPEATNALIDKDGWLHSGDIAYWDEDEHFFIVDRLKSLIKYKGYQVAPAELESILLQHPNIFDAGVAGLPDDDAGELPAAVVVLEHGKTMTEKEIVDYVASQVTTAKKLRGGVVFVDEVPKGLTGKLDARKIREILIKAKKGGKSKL
APP 5'UTR act – activators of APP 5'UTR luciferase reporter, primary screen, SH-SY5Y cells; SH-SY5Y APP 5'UTR luciferase reporter, luminescence; zero percent = DMSO vehicle wells; activation, % at 2 µM; 190,000 tested, 1% active; AID 1276, 2008;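 active means activation above a set limit, based on mean plus 3 SD of controls, cut at about 140% in these data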; further: values of inactives mirror those of a sister screen read the other way
DTT redox prof – compounds producing H2O2 with reducing agent – biochemical, NIH compound library profiling, artefact control for MLSCN library redox annotation, primary screen; DTT-dependent redox cycling H2O2, phenol red/HRP absorbance; 100% = 100 µM peroxide control, 0% = buffer; activation, % at 10 µM; 200,000 tested, 0.03% active; AID 878, 2007;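 active means activation of at least 50% relative to the plate's high and low controls in the primary single-dose screen; inactive means activation below 50%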;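 further: compound incubated with DTT at 0.8 mM final as the reducing agent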
FLuc act counter – FLuc activators, initial screening, artefact control for FLuc-dependent activation tests, biochemical, ATPlite luminescence; Luciferin 4-monooxygenase (Photinus pyralis), P08659; ATPlite luciferase biochemical, 10 min; 0 = ATP-free wells, 1 = DMSO control; activation factor at 10 µM; 200,000 tested, under 10 active; AID 1027, 2008;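 active means luciferase activation factor, scaled between plate controls, of at least 2 with compound at 10 µM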
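test system = cell-free luciferase reagent | medium = PBS as buffer for the ATP substrate | dosing = test compounds dosed from 2 mM stocks in 100% DMSO | incubation = 10 min at ambient temperature | detection = luminescence measurement of luciferase light output | benchmarks = low control with PBS replacing ATP, high control enzyme plus ATP without compound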
NF-kB expr up – activators of NF-kB expression in neurons, primary screen, cell-based, HTS. human neuronal cells, NF-kB reporter expression; hits give high values. fold change at 12.5 µM. 190,000 tested, 1.6% active; in the data active means fold change above about 3.3
* marks the source's active call; other numbers are inactive results; . = not tested or not shown.

SMILES	APP 5UTR inh	G6PDH CS	Hsp70 act	Efa HMGR inh	STAT1 activator	FLuc inhib CS	APP 5'UTR act	DTT redox prof	FLuc act counter	NF-kB expr up
OC1CCC(NC(=S)Nc2ccc(SC(F)F)cc2)CC1 (centres undefined)	-45.5	-3.4	0.0	-1.6	128.9*	19.5	45.5	0.0	0.8	0.87
Cc1csc(C(=O)O)c1NC(=O)c1cccc([N+](=O)[O-])c1	-5.7	2.0	-0.1	4.8	99.8	-5.0	5.7	0.3	1.1	0.89
Cc1cccc(NC(=O)CSc2nnc([C@@H]3CCCN3C(=O)OC(C)(C)C)o2)c1C	1.4	-0.1	-0.4	-1.8	93.8	-6.1	-1.4	-0.8	1.1	1.07
CCCCCCCCCCSc1n[nH]c(NC(C)=O)n1	.	-4.7	0.0	-0.9	101.9	-3.2	.	0.2	1	1.51
CCn1c(=O)cc(SCC(=O)N(C)Cc2ccccc2)c2ccccc21	2.1	4.3	0.2	-2.3	88.8	-5.5	-2.1	0.4	1.1	0.76
CCCNC(=O)CN(c1ccccc1)S(=O)(=O)c1ccc(OC)c(OC)c1	-1.3	12.3	0.0	-5.6	94.2	-1.5	1.3	-0.2	1	1
Cn1c(C(=O)OC(C(=O)NC2CCCCC2)c2ccccn2)cc2sccc21 (centres undefined)	-1.9	-14.3	-0.2	-9.5	95.5	-10.6	1.9	1.5	1.1	0.69
COc1ccccc1C(=O)Oc1ccc2c(c1)O/C(=C\c1ccncc1)C2=O	-7.8	-16.4	-0.5	-2.1	91.8	-0.8	7.8	0.6	1	1.08
O=C(CCCc1nc2ccccc2s1)NC1CCOC1=O (centres undefined)	-22.3	-6.2	-0.2	1.6	97.2	-5.5	22.3	-1.2	1.1	1.06
O=C(NC1CC1)c1cc(=O)c2ccccc2o1	-1.1	1.0	-0.3	4.9	100.8	-6.8	1.1	-3.6	1.1	0.98
O=C(NC(=S)N1CCc2ccccc21)c1ccc(Br)o1	-11.1	0.4	0.0	-2.0	104.4	13.2	11.1	1.2	0.9	1.04
COc1ccc2ccccc2c1CN1CCN(C(=O)c2ccccc2)CC1	6.3	11.6	-0.2	-4.2	97.5	-1.3	-6.3	0.5	1	0.94
COc1ccc(S(=O)(=O)N/N=C(/C)c2cccc(NC(=O)c3ccccc3Cl)c2)cc1	-0.9	8.0	-0.1	5.3	102.7	-6.6	0.9	-8.2	1.1	1
Cc1noc2ncnc(N3CCN(c4ccc(F)cc4)CC3)c12	1.8	2.8	-0.3	-2.5	94.7	-6.3	-1.8	0.4	1.1	0.85
COc1c(Cl)ccc(Cl)c1C(=O)NC(=S)N1CCOCC1	-19.0	0.6	-0.1	-2.2	97.5	-9.9	19.0	0.2	1.1	0.99
CCOC(=O)c1cc(-c2ccc(OC)cc2OC)nn1-c1ccc(C(=O)O)cc1	-9.5	9.4	-0.3	-4.1	104.7	-3.1	9.5	-0.1	1	1.09
Cc1ccc(CNc2ccc(N3C(=O)CC(C)C3=O)cc2[N+](=O)[O-])cc1 (centres undefined)	9.8	-2.3	-0.4	-0.8	103.9	-2.5	-9.8	-0.1	1	0.91
O=C(COc1ccc(Cl)cc1Cl)Nc1ccccc1NS(=O)(=O)c1cccs1	-26.5	22.2	0.1	-0.7	118.1	3.3	26.5	-0.3	1	1.99
CC(=O)c1cnc(Nc2ccc(C)cc2)s1	-41.5	4.2	0.1	-1.0	137.1*	1.2	41.5	-0.1	1	1.7
O=C(CS(=O)(=O)c1ccccc1)Nc1nc(-c2ccc(F)cc2)cs1	-14.2	6.9	-0.3	8.9	106.0	-4.3	14.2	-0.2	1	0.53
Cn1c(=O)cc(OCC(=O)NCCCN2CCN(c3ccccc3F)CC2)c2ccccc21	0.2	6.7	-0.2	-0.7	100.7	-3.8	-0.2	-0.6	1	1.2
CN1C2=C(C#N)C(c3ccccc3)(C(F)(F)F)NC(=O)N2c2ccccc21 (centres undefined)	1.3	5.7	-0.3	-1.3	100.7	2.4	-1.2	-0.1	1	0.94
Cn1cccc1/C=C1\SC(=S)N(CC(=O)O)C1=O	1.0	1.4	-0.2	-4.9	95.8	-2.2	-1.0	0.4	1	1.22
COc1cc(SC)ccc1C(=O)Nc1ncc(Cl)cc1Cl	-142.0	-3.4	0.1	-6.0	151.2*	26.6	142.0*	-0.5	0.7	3.78*
CCOC(=O)c1c(CC(C)C)csc1/N=C/C1C(=O)CCCC1=O	-9.6	4.3	0.0	4.5	98.7	-9.2	9.6	-1.5	1.1	1.06
Fc1ccc(CN2CCCCCCC2)c(F)c1	9.5	1.6	-0.2	-5.5	95.1	-6.4	-9.5	-0.5	1.1	1.16
CN(C)CCn1c(=S)[nH]c2ncccc2c1=O	-9.8	8.4	0.4	-0.2	102.7	-6.8	9.8	-0.1	1.1	1.55
O=C(CCCCCN1C(=O)CCC1=O)Nc1ncn[nH]1	12.4	-19.2	0.0	0.2	102.1	-8.4	-12.4	4.1	1.1	1.3
COc1ccc(C(=O)/C=C/c2ccc(OC3CSC3)cc2)cc1OC	-8.6	-9.0	-0.3	1.7	92.2	3.5	8.6	0.6	1	0.94
CCn1c(=O)cc(OCC(=O)NCCCN2CCN(c3cccc(Cl)c3)CC2)c2ccccc21	-3.2	4.0	-0.4	-0.8	87.8	-4.4	3.2	-1.0	1	0.65
Cc1ccc(N2CCN(C(=O)CNS(=O)(=O)c3ccc(Br)s3)CC2C)cc1 (centres undefined)	-4.9	0.7	-0.4	-2.2	96.0	-11.3	4.9	1.5	1.1	1.02
CCOC(=O)C(NC(=O)CC)(Nc1ccc(S(=O)(=O)Nc2cc(C)on2)cc1)C(F)(F)F (centres undefined)	-0.8	1.9	-0.3	-5.7	102.2	-4.0	0.8	0.8	1	1.13
CN(Cc1ccccc1)C(=O)COC(=O)c1ccccc1Nc1ccccc1	8.2	-30.0	-0.3	-12.0	93.1	-8.6	-8.2	0.2	1.1	1.1
Cc1ccc(C2N(c3ccccc3)C(=S)N3CCCN23)cc1 (centres undefined)	0.6	-0.7	0.0	-6.9	100.8	-10.5	-0.6	0.0	1.1	0.89
CN1c2ccccc2C(C)(C)C12C=Nc1c(ccc3ccccc13)O2 (centres undefined)	-20.9	10.3	-0.3	2.4	87.9	-2.5	20.9	-4.0	1	0.49
CNC(=O)C12CCC(C)(c3nc4cc(C)c(C)cc4nc31)C2(C)C (centres undefined)	-4.6	3.5	-0.2	2.8	97.4	-4.5	4.6	0.1	1	1.35
COc1ccc(NC(=O)N2c3ccc(OC)cc3C(C)=CC2(C)C)cc1	17.6	11.4	-0.3	-3.7	95.2	2.0	-17.6	0.0	1	1.04
COc1ccccc1NC(=O)c1sc2nc(-c3ccco3)ccc2c1N	-21.9	-1.8	0.1	-10.1	102.5	-0.9	21.9	-0.1	1	1.48
CCNC(=S)NNC(=O)C1CCN(Cc2ccccc2)CC1	-11.3	-1.6	-0.3	0.7	90.4	-6.2	11.3	-0.1	1.1	0.99
Cc1ccc(CN2CCNC(=O)C2CC(=O)O)o1 (centres undefined)	-9.2	-7.0	-0.1	-2.2	105.9	-6.3	9.2	-0.9	1.1	1.07
COC(=O)C1ON2OC(C(=O)OC)C(C(=O)OC)C2C1CC(C)=O (centres undefined)	6.4	4.1	-0.2	-1.4	101.0	-5.4	-6.4	-3.7	1.1	1.07
N#CC(C#N)=C1C=CC=CN1/C(=C\c1ccco1)C(=O)c1ccc(-c2ccccc2)cc1	91.7*	-8.4	4.0	-9.9	114.1	-5.3	-91.7	0.2	1.1	0.28
Cc1ccc(S(=O)(=O)N2CCC(C(=O)NNC(=O)c3ccncc3)CC2)cc1	-14.4	8.0	-0.2	1.6	95.1	-3.3	14.4	-0.5	1	1.03
Cc1cc(C)n(CCc2nc(-c3cc4ccccc4o3)cs2)n1	-14.9	-0.2	-0.5	-3.6	103.3	0.2	14.9	0.3	1	1.33
COC(=O)c1sccc1NC(=S)N1CCCCC1C (centres undefined)	.	2.3	-0.2	0.9	102.8	-2.4	.	2.6	1	0.92
O=C(COc1ccc(Cl)cc1)OCC(=O)N1CCCCCC1	-13.2	-0.6	-0.3	-1.8	91.8	-3.2	13.2	0.8	1	1.17
CCCn1c(NC(=O)C2COc3ccccc3O2)nc2ccccc21 (centres undefined)	-1.5	-22.3	-0.2	-2.3	99.9	-6.4	1.5	2.0	1.1	1.09
Cc1ccccc1C(C(=O)NCc1ccccc1)N(Cc1ccco1)C(=O)c1ccccn1 (centres undefined)	10.8	8.4	-0.3	0.4	93.7	-5.5	-10.8	0.8	1.1	0.5
COc1ccc2c(c1OC)C(=O)N1c3cccc(Cl)c3C(=O)OC21 (centres undefined)	-11.1	0.8	-0.2	1.4	103.5	3.9	11.1	0.7	1	1.2
CCc1nnc(NC(=O)Cc2ccc(OCc3c(C)noc3C)cc2)s1	12.3	-1.6	0.1	-1.4	96.9	-7.6	-12.3	0.1	1.1	0.92

Ordered by SMILES length (ascending): 5 of the compounds above.
SMILES	APP 5UTR inh	G6PDH CS	Hsp70 act	Efa HMGR inh	STAT1 activator	FLuc inhib CS	APP 5'UTR act	DTT redox prof	FLuc act counter	NF-kB expr up
COC(=O)c1sccc1NC(=S)N1CCCCC1C (centres undefined)	.	2.3	-0.2	0.9	102.8	-2.4	.	2.6	1	0.92
O=C(COc1ccc(Cl)cc1)OCC(=O)N1CCCCCC1	-13.2	-0.6	-0.3	-1.8	91.8	-3.2	13.2	0.8	1	1.17
CCc1nnc(NC(=O)Cc2ccc(OCc3c(C)noc3C)cc2)s1	12.3	-1.6	0.1	-1.4	96.9	-7.6	-12.3	0.1	1.1	0.92
COc1ccc2c(c1OC)C(=O)N1c3cccc(Cl)c3C(=O)OC21 (centres undefined)	-11.1	0.8	-0.2	1.4	103.5	3.9	11.1	0.7	1	1.2
N#CC(C#N)=C1C=CC=CN1/C(=C\c1ccco1)C(=O)c1ccc(-c2ccccc2)cc1	91.7*	-8.4	4.0	-9.9	114.1	-5.3	-91.7	0.2	1.1	0.28

(more compounds)
SMILES	APP 5UTR inh	G6PDH CS	Hsp70 act	Efa HMGR inh	STAT1 activator	FLuc inhib CS	APP 5'UTR act	DTT redox prof	FLuc act counter	NF-kB expr up
O=C(NCCC1=CCCCC1)C(=O)NCc1ccncc1	25.7	7.5	-0.5	5.7	94.0	-5.5	-25.7	0.0	1.1	1.11
CCCOc1ccc(-c2nn(-c3ccccc3)cc2/C=C2\SC(N)=NC2=O)cc1	-3.0	2.8	-0.2	-4.0	106.4	-1.5	3.0	0.3	1	1.13
COc1cc2c(cc1OC)C1=C(C#N)CN(C3CCCCC3)CN1CC2	-3.6	7.3	0.7	0.0	100.8	-1.8	3.6	-1.2	1	0.43
S=C(NCCc1ccccc1)NN=C1CCCCCC1	-14.1	3.3	0.1	-3.7	121.1	4.3	14.1	-1.1	1	2.3
O=c1c2[nH]c3ccccc3c2ncn1CCN1CCOCC1	-9.3	-0.5	1.2	-1.7	98.7	-6.1	9.3	2.8	1.1	1.13
